# Screens (PubChem BioAssay)
# L929 necroptosis: blocks zVAD induced death of L929 cells | L929 zVAD necroptosis rescue, ATP luminescence, 24 h; with zVAD 60 µM | viability rescue, % at 10 µM | 220,000 compounds, 0.38% hits;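 active = activation, scaled between plate controls, above about 75%, limit read from the data; inactive = activation under that limit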;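 also: 0% = zVAD with DMSO and 100% = DMSO alone without zVAD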
# Hck-Nef inh: blocks Nef-activated human Hck kinase; Recombinant Hck-YEEI plus Nef, Z-Lyte FRET kinase assay; AID 463187; 220,000 compounds, 0.68% hits; P08631; inhibition, % at 20 µM;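 active = Hck-Nef kinase inhibition above about 50%, limit read from the data; inactive = inhibition below that limit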;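 also: 0% = DMSO with Hck plus Nef and 100% = Hck alone without Nef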
# EP2 modulator: modulators of human EP2 prostaglandin E2 receptor | P43116 | EP2-expressing cells, cAMP HTRF FRET, PGE2 co-stimulation | induction, % at 25 µM | 260,000 compounds, 0.83% hits;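 active = compounds whose cAMP rise, as percent of the full-agonist control response, exceeds 60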;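 also: rat C6 glioma line stably carrying human EP2 under a CMV promoter; the protocol text gives 20 µM as final concentration; 100% = response of wells given 1 µM PGE2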
# Target sequence (P43116 whole entry, looked up): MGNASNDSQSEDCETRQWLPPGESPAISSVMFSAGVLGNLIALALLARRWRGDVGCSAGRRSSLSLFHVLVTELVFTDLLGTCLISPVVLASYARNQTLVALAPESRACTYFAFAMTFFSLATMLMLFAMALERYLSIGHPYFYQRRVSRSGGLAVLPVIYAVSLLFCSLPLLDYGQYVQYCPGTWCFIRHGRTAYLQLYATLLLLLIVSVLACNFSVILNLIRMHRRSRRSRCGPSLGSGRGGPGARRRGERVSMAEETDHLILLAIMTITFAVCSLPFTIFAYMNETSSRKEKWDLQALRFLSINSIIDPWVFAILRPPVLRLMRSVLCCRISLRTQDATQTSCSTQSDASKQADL
# Rad51 HR inh: blocks human Rad51 in homologous recombination | Q06609 | 200,000 compounds, 0.085% hits | inhibition, % at 10 µM | hRad51 DNA strand exchange, fluorescence dequenching;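 active = inhibition above 40% at the single screening dose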;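 also: 0% = DMSO control wells and 100% = blanks with heterologous ssDNA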
# Target sequence (Q06609 whole entry, looked up): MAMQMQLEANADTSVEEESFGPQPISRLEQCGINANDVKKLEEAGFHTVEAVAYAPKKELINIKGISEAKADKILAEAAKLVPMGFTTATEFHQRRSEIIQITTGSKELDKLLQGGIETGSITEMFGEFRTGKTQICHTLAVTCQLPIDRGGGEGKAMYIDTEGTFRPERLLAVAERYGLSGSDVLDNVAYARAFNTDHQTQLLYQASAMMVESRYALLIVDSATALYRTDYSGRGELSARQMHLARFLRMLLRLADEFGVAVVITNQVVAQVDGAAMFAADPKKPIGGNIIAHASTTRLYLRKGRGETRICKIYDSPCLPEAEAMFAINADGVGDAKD
#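 Material: human Rad51–ssDNA filaments; Probe or stimulus: labelled 47-mer dsDNA for strand exchange; Doses: single 10 µM dose; Incubation: 37 °C 15-min filament assembly, 30-min compound preincubation, 15-min exchange; Technique: FRET fluorescence dequenching, excitation 485 nm, emission 520 nm; Measure: Fluorescence-based percent inhibition, control- and blank-normalised; Benchmarks: plate control and blank wells.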
# Tb hexokinase: T. brucei hexokinase 1 inhibition; recombinant TbHK1, G6PDH-coupled NADH A340; inhibition, % at 10 µM; 220,000 compounds, 0.11% hits;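 active = inhibition of 50% or more in the single-dose primary screen; inactive = inhibition below 50%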
# m-calpain inh: inhibitors of pig calpain II; purified calpain II, fluorogenic peptide substrate, 30 min; inhibition, % at 16 µM; 220,000 compounds, 0.37% hits; AID 1236;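 active = inhibition above about 50%, limit read from the data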
# PGE2 EP2 inh: inhibitors of human EP2 prostaglandin E2 receptor | P43116 | C6 glioma cells expressing human EP2, cAMP TR-FRET; cells stimulated with saturating PGE2 | inhibition, % at 25 µM | 260,000 compounds, 0.52% hits | AID 1422;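 active = percent inhibition above 40 after rounding to a whole number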;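 also: rat C6 glioma host cells with rolipram phosphodiesterase inhibitor present; the protocol text gives 20 µM as final concentration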
# eIF4E 4G PPI: eIF4E/eIF4G interaction inhibition in translation initiation; 220,000 compounds, 0.37% hits; P63073+Q04637; TR-FRET eIF4E-eIF4GI(517-606) binding, 2 h; inhibition, % at 21.7 µM; AID 782;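 active = inhibition above about 30%, limit read from the data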;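 also: 0% = full FRET control wells and 100% = background wells lacking eIF4GI fragment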
# 14-3-3 Bad PPI: disrupts binding of bovine 14-3-3 zeta to phospho-Bad peptide; inhibition, % at 21.7 µM; TR-FRET 14-3-3zeta/Dy647-pBad peptide displacement, 1 h; 220,000 compounds, 0.71% hits; P63103;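 active = inhibition above about 70%, limit read from the data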;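 also: 0% = full 14-3-3 plus peptide FRET controls and 100% = background without 14-3-3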
# Target sequence (P63103 whole entry, looked up): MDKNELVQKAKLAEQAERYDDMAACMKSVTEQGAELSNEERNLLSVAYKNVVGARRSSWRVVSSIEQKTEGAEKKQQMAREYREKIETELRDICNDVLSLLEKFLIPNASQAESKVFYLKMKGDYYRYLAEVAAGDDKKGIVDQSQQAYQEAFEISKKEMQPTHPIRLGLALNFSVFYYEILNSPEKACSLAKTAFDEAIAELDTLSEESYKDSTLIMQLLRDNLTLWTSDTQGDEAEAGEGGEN
# Active calls of the source: *; nt = no result given; [ ] = dose if it differs, or a comment.
entry	SMILES	L929 necroptosis	Hck-Nef inh	EP2 modulator	Rad51 HR inh	Tb hexokinase	m-calpain inh	PGE2 EP2 inh	eIF4E 4G PPI	14-3-3 Bad PPI
1	O=C1CCC(C(=O)OCC(=O)c2ccccc2)N1 (stereo not given)	0.2	-15	11	22	4	26	6	3	-2
2	Cc1ccccc1NC(=O)C(=Cc1ccc(C(=O)O)cc1)C(=O)Nc1ccccc1C	79*	0	23	4	-2	-22	9	2	-15
3	CC1(C)CC(=O)C(C=Nc2ccncc2)=C(O)C1	0.1	0	nt	-1	2	nt	0	nt	nt
4	O=C(c1ccc(-c2ccccc2)cc1)N1CCCC1	1.5	1	-27	-10	-8	-2	4	-5	-1
5	COc1ccc(CC(=O)Nc2ccc(-c3noc(COc4ccccc4C)n3)cc2)cc1	0.5	8	17	nt	3	-3	18	-6	3
6	COCCNCC#CCOc1ccc(OC)cc1	2.0	-26	18	-5	2	-9	10	-3	66
7	Cc1ccccc1NC(=S)C1=C(O)c2sccc2N(C)S1(=O)=O	-0.9	-19	7	5	-33	-11	16	12	37
8	CC(C)C(C)(C#N)NC(=O)CSc1nnc(-c2ccncc2)n1Cc1ccccc1 (stereo not given)	-0.2	0	17	2	4	9	8	-2	5
9	COCCNc1nc2c(c(=O)n(Cc3ccc(OC)cc3)c(=O)n2C)n1C	0.6	0	nt	4	0	nt	11	nt	nt
10	COCCCN1C(=O)C(=O)/C(=C(/O)c2ccc3c(c2)CC(C)O3)C1c1cccnc1 (stereo not given)	0.2	-1	37	-1	-29	20	12	0	1
11	O=C(NC(=S)Nc1ccccc1N1CCOCC1)c1ccc([N+](=O)[O-])cc1	0.3	5	-8	0	31	10	5	11	-2[fluorescence artefact?]
12	COc1ccccc1OCCNC(=O)c1ccccc1C	-0.4	1	1	7	3	4	16	0	-9
13	O=C(CN1CCN(c2ccccc2)CC1)Nc1ccc(OCc2ccccc2)cc1	0.2	-1	-10	1	-7	9	11	6	1
14	C/C(=N/NC(=O)CCc1ccccc1)c1ccco1	0.3	-6	-12	12	-1	-25	6	0	-16
15	CC1CCCCN1C(=S)NCCc1ccccc1 (stereo not given)	-0.3	2	-38	-1	-2	17	16	-1[fluorescence artefact?]	-6
16	CC(C)[C@H](NC(=O)Nc1ccc(Oc2ccccc2)cc1)C(=O)O	0.3	-2	24	-8	-4	24	15	2	-4
17	O=C(O)CC12CC3CC(C1)CC(n1ncc(NCC4CCCO4)c(Cl)c1=O)(C3)C2 (stereo not given)	-0.3	19	9	-8	-24	-16	7	3	2
18	COc1ccc(OC)c(NC(=O)CCCN2C(=O)C3C4C=CC(C4)C3C2=O)c1 (stereo not given)	0.8	1	8	2	-1	20	16	10	2
19	O=C(c1ccccc1)N1CCN(Cc2ccccc2C(F)(F)F)CC1	2.4	9	4	20	0	22	5	2	44
20	Cc1nonc1CN(C)C(=O)CC1C(=O)NCCN1Cc1ccccc1C(F)(F)F (stereo not given)	1.1	18	20	-7	0	-49	5	-2	-9
21	CN(CCc1ccccn1)C(=O)CCC1CCCN(Cc2ccccc2OC(F)F)C1 (stereo not given)	-0.5	2	-16	nt	-4	-13	4	1	-4
22	CNCCOc1ccccc1C(C)(C)C	0.1	1	-8	-1	-7	-11	8	-2[fluorescence artefact?]	9
23	CCc1ccc(NC(=O)CSCc2ccc(C(=O)O)cc2)cc1	0.0	8	-7	nt	1	9	4	2	3
24	CC(=O)Nc1ccc(NC(=O)C(C)OC(=O)CCC(=O)c2ccc(F)cc2)cc1 (stereo not given)	-0.5	-11	0	3	-6	-5	2	5	-10[fluorescence artefact?]
25	CCc1cccc(NC(=O)c2ccc(Br)o2)c1	-0.3	9	-47	nt	2	4	nt	9	18
26	O=C(Nc1nc(-c2cccc(Br)c2)cs1)Oc1ccccc1	-0.2	0	-12	-8	-6	19	7	3	-2
27	CCCCOc1ccc(-c2csc(N)n2)cc1[N+](=O)[O-]	2.0	4	-69	5	18	13	14	0[fluorescence artefact?]	-12[fluorescence artefact?]
28	Cc1ccc(NC(=O)c2cc(NC(=O)c3ccco3)ccc2N2CCOCC2)cc1Cl	0.2	5	2	-7	-14	-41	12	0	0
29	COC(=O)[C@H](CC(C)C)NC(=O)N1CCC(C)CC1	0.9	9	-22	6	-15	-3	6	2	-2
30	O=C(Nc1cccnc1Cl)c1ccc(S(=O)(=O)N2CCCCCC2)cc1	1.1	-3	-7	nt	-5	7	nt	-5	-13
31	O=C1C(=O)c2ccccc2C(O)=C1c1cccc([N+](=O)[O-])c1	0.4	-8	-12	18	-17	5	18	-6	-4
32	CCOc1ncccc1C(=O)OCC(=O)c1ccccc1	-1.1	4	9	8	-3	8	6	4	-1
33	O=C(Nc1ccc(Oc2ccc3c(c2)C(=O)N(c2ccc(O)cc2)C3=O)cc1)c1cccs1	1.1	5	6	-2	-16	-54	11	-4	63[fluorescence artefact?]
34	C/C=C/C(=O)Nc1cccc(C2=NOC3(C2)C[C@@H](C(N)=O)N(C(=O)c2cc([N+](=O)[O-])cc([N+](=O)[O-])c2C)C3)c1 (stereo not given in full)	-0.5	22	0	-1	-17	-7	16	-4	-2
35	Nc1nc(SCc2ccc(Cl)cc2Cl)n[nH]1	0.0	2	5	7	5	-17	14	1[fluorescence artefact?]	10[fluorescence artefact?]
36	COC(=O)c1sc(NC(=O)C(C)C)c(C(=O)OC)c1C	0.8	1	12	-6	-11	-23	20	-12	20
37	CCN(C(=O)Cn1c(=O)n(-c2cc(OC)c(OC)c(OC)c2)c(=O)c2ccccc21)c1cccc(C)c1	-0.8	6	24	4	-9	-32	6	-3	-7
38	COc1ccc(S(=O)(=O)NC2(C(F)(F)F)N=C(c3ccccc3)NC2=O)cc1 (stereo not given)	nt	-4	12	nt	-2	-16	5	-5	1
39	CCCCN(c1ccccc1)c1ncnc(N)c1[N+](=O)[O-]	0.0	2	-43	4	-2	25	6	4	-5
40	Cc1ccc2nc(=O)c(NNc3ccccc3)cnc2c1	nt	94*	9	nt	-24	34	5	1	-14
41	CCN1CCN(C(C)C(=O)NC2CCCCC2)CC1 (stereo not given)	-0.1	14	23	4	-7	-17	4	-8	8
42	CCc1ccc(CNC(=O)c2cc3c(C)nc4ccccc4c3o2)cc1	1.5	18	-18	4	-8	-116	14	-7	7
43	COc1cc(NC(=O)C2CC2C)c(C(=O)O)cc1OC (stereo not given)	0.6	-1	5	6	-3	1	10	0	46
44	Cc1onc(-c2c(Cl)cccc2Cl)c1COC(=O)c1ccc(Cl)cc1	1.3	-2	39	8	-4	1	12	3	-3
45	O=C(c1ccc(Cl)cc1[N+](=O)[O-])N1CCc2ccccc2C1	1.0	13	-10	-8	2	40	3	-3	13
46	O=C(Oc1cccc(C(=O)N2CCOCC2)c1)c1ccc(Br)cc1	0.5	2	12	-4	0	-4	6	-1	5
47	CC(=O)c1c(C)[nH]c(C(=O)N2CCN(c3ncccn3)CC2)c1C	0.4	5	6	6	0	-20	10	1	2
48	CCCN(CCC)c1nc2ccccc2n2c(C)nnc12	0.1	6	59	-4	-20	-1	5	6	8
49	COC(=O)c1cc2c(ccn2-c2ccc(F)cc2)n1CC(=O)C(C)(C)C	5.5	2	-37	32	1	-27	11	4	-9
50	O=C(COc1ccc2c(c1)CCC2)N1CCN(c2ccccc2F)CC1	1.5	0	-83	nt	3	36	7	1	-2
51	Cn1nc(C(F)(F)F)c(-c2ccc(Br)cc2)c1NC(=O)Nc1ccc(F)cc1F	2.1	13	-48	15	-16	-4	7	2	-1
52	CCN1C(=O)c2ccccc2S(=O)c2ccc(C(=O)N3CCCCCC3)cc21 (stereo not given)	-0.4	2	11	nt	-10	13	nt	2	6
53	CCOC(=O)c1ccccc1OCc1cc(/C=N/n2cncn2)ccc1OC	-0.1	1	8	0	1	17	10	2	-2
54	O=[N+]([O-])c1cc(/C=N/O)ccc1Oc1cccc(Cl)c1	0.6	10	32	0	-2	31	7	2	7
55	O=C(CSc1nnnn1-c1ccccc1)c1ccco1	-0.9	22	1	4	-7	-7	12	-2	-3
56	Cc1cc(C)nc(SCC(=O)NC2=NN=C(c3ccc(Br)cc3)CS2)n1	0.1	-1	9	-2	-8	-9	4	-17	30
57	CCN(CC)C(=O)CSc1nc2cc3c(cc2c(=O)n1Cc1ccco1)OCO3	0.4	-1	-19	-3	-5	0	6	1	-11
58	CCOC(=O)CNC(=S)N(CCCN1CCCCCC1)Cc1cccs1	-1.2	17	8	nt	4	-12	2	0	-8

# Shown with values under each structure: 14 of the compounds above.
# Below each SMILES – L929 necroptosis	Hck-Nef inh	EP2 modulator	Rad51 HR inh	Tb hexokinase	m-calpain inh	PGE2 EP2 inh	eIF4E 4G PPI	14-3-3 Bad PPI
30) O=C(Nc1cccnc1Cl)c1ccc(S(=O)(=O)N2CCCCCC2)cc1
    1.1	-3	-7	nt	-5	7	nt	-5	-13
31) O=C1C(=O)c2ccccc2C(O)=C1c1cccc([N+](=O)[O-])c1
    0.4	-8	-12	18	-17	5	18	-6	-4
32) CCOc1ncccc1C(=O)OCC(=O)c1ccccc1
    -1.1	4	9	8	-3	8	6	4	-1
33) O=C(Nc1ccc(Oc2ccc3c(c2)C(=O)N(c2ccc(O)cc2)C3=O)cc1)c1cccs1
    1.1	5	6	-2	-16	-54	11	-4	63[fluorescence artefact?]
34) C/C=C/C(=O)Nc1cccc(C2=NOC3(C2)C[C@@H](C(N)=O)N(C(=O)c2cc([N+](=O)[O-])cc([N+](=O)[O-])c2C)C3)c1 (stereo not given in full)
    -0.5	22	0	-1	-17	-7	16	-4	-2
35) Nc1nc(SCc2ccc(Cl)cc2Cl)n[nH]1
    0.0	2	5	7	5	-17	14	1[fluorescence artefact?]	10[fluorescence artefact?]
36) COC(=O)c1sc(NC(=O)C(C)C)c(C(=O)OC)c1C
    0.8	1	12	-6	-11	-23	20	-12	20
37) CCN(C(=O)Cn1c(=O)n(-c2cc(OC)c(OC)c(OC)c2)c(=O)c2ccccc21)c1cccc(C)c1
    -0.8	6	24	4	-9	-32	6	-3	-7
38) COc1ccc(S(=O)(=O)NC2(C(F)(F)F)N=C(c3ccccc3)NC2=O)cc1 (stereo not given)
    nt	-4	12	nt	-2	-16	5	-5	1
39) CCCCN(c1ccccc1)c1ncnc(N)c1[N+](=O)[O-]
    0.0	2	-43	4	-2	25	6	4	-5
40) Cc1ccc2nc(=O)c(NNc3ccccc3)cnc2c1
    nt	94*	9	nt	-24	34	5	1	-14
41) CCN1CCN(C(C)C(=O)NC2CCCCC2)CC1 (stereo not given)
    -0.1	14	23	4	-7	-17	4	-8	8
42) CCc1ccc(CNC(=O)c2cc3c(C)nc4ccccc4c3o2)cc1
    1.5	18	-18	4	-8	-116	14	-7	7
43) COc1cc(NC(=O)C2CC2C)c(C(=O)O)cc1OC (stereo not given)
    0.6	-1	5	6	-3	1	10	0	46

# These rows are one share of the data, so the mix of outcomes need not match the whole.
